Tau ThT inhib: qHTS for Inhibitors of Tau Fibril Formation, Thioflavin T Binding | recombinant tau K18 P301L (four-repeat tau fragment), heparin-induced fibrillization, ThT fluorescence | Potency, µM (titrated, usually from 57.4 µM), for inactives: at the top dose activity, negative = inhibition, usual class: inhibitors | hit rate 2.1% among 270,000; also: % is scaled to controls: 0 for no effect and ±100 for the full control effect; nearly all actives have a fitted effect of over 55% in size
Target sequence (P10636 561-689 P618L limits assumed): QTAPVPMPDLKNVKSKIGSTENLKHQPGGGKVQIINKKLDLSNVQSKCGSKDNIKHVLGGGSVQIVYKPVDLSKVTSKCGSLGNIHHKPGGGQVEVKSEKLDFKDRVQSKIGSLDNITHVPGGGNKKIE
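K18 P301L tau (15 uM + 0.24 uM Alexa 594-tagged), heparin 20 uM, NaOAc pH 7, 6 h 37 C; ThT 30 uM, 1 h RT, ex 450/em 510 nm.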
SMN2 splice enh: qHTS Assay for Enhancers of SMN2 Splice Variant Expression; HEK293 SMN2-luciferase splicing reporter, luminescence, 30-36 h; Potency, µM (doses to about 46.1 µM), inactives show at the top dose activity change, positive = activation, actives largely listed as activators; hit rate 2.8% among 210,000; also: % of control where 0% means no effect; nearly all actives have a fitted effect of over 55% in size
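HEK293 cells carry an SMN2 minigene-luciferase reporter in which exon 7 inclusion puts luciferase in frame. Cells were seeded at 2000 cells/well, attached for 10-12 hours, then exposed to compounds for 30-36 hours at 37C before ONE-Glo luminescence.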
An asterisk follows results filed as active; ? = inconclusive; [ ] = dose if it differs, or a comment. Calls follow the shape of the dose curve; as a rule, active = well fitted curve in the direction sought with a large enough effect; inconclusive = small, poorly fitted or top-dose-only effect, or another doubt; inactive = no such curve, though single readings can be large; an effect the other way counts as inactive or inconclusive. Potency is read from the fitted curve at half-maximal effect. This is a subset (hit frequency here may not be typical).

SMILES	Tau ThT inhib	SMN2 splice enh
CCc1cc2c(cc3c(=O)n(CC(=O)NCCc4ccc(OC)cc4OC)nc(CC)n32)s1	2%	1%
O=C(NC(=O)c1cccc(F)c1)Nc1ccc(-c2cc(C(F)(F)F)nn2-c2ccccc2)cc1	4%	-17%
COc1ccc(N(C)S(=O)(=O)c2ccc3c(c2)n(C)c(=O)c(=O)n3C)cc1	-5%	-5%
COc1ccc(S(=O)(=O)c2cn(CC(=O)Nc3ccccc3)c3ccc(Cl)cc3c2=O)cc1	9%	4%
Cc1cc(C)c2c(=O)cc(C(=O)Nc3sc4c(c3C#N)CCCC4)oc2c1	?	-4%
COc1cccc(/C=C/c2nc(C#N)c(NC3CCCCC3)o2)c1	-9%	-14%
COc1ccccc1N1CCN(C(c2ccc(Cl)cc2)c2nnc(-c3cccc(F)c3)o2)CC1 (stereo not drawn)	-9%	-9%
Oc1ccc(-c2nc3ccccn3c2Nc2ccc3c(c2)OCCO3)cc1	?	41%
CCCCOc1cccc(NC(=O)CSc2nnc(C)s2)c1	-12%	2%
Cc1ccc2occ(CC(=O)Nc3nnc(C(C)C)s3)c2c1	7%	9%
CCOC(=O)c1cc(NC(=O)c2ccc(C)cc2)c(=O)n2c1oc1ccc(Cl)cc12	2%	-3%
COc1ccc(CNC(=O)C(CC(C)C)NS(=O)(=O)c2ccc3c(c2)CCN3C(C)=O)cc1 (stereo not drawn)	-2%	-4%
CCCN1Cc2cccc(C(=O)Nc3ccccc3F)c2C1=O	-5%	-6%
CCOC(=O)N1CCN(C(=O)c2ccc3c(c2)N(Cc2cc(C)ccc2C)C(=O)c2ccccc2S3=O)CC1 (stereo not drawn)	-6%	?
CC(=O)Nc1ccc(NC(=O)c2ccc(COc3ccc(Cl)cc3Cl)o2)cc1	?	23%
COc1ccccc1NC(=O)C1CCN(c2cnccn2)CC1	0%	7%
Cc1ccc(N2CC(c3nnc(Cc4ccccc4Cl)o3)CC2=O)cc1 (stereo not drawn)	-3%	9%
CC(C)COc1ccc(C(=O)N2CCCCC2CCN2CCOCC2)cc1 (stereo not drawn)	2%	-9%
COc1cc2c(cc1NC(=O)COc1cc(C)cc(C)c1)oc1ccccc12	-11%	3%
COc1ccc(Cl)cc1NC(=O)c1sc2nc(-c3ccc(OC)c(OC)c3)ccc2c1N	?	5%
COc1ccc(-n2c(SCC(N)=O)nc3c(oc4ccccc43)c2=O)cc1	-1%	-13%
CCOCc1cc(CN2CCN(c3cccc(Cl)c3)CC2)c(O)c2ncccc12	-18%	10%
CCOC(=O)c1cccc(NC(=O)CCn2c(=O)oc3ccccc32)c1	-6%	-21%
COc1ccc(-c2nc3cc(NC(=O)c4cc5ccccc5o4)ccc3o2)cc1	?	-2%
CCc1ccccc1NC(=O)CN(C)S(=O)(=O)c1cccc2nsnc12	7%	0%

An excerpt of these results, with bars between the fields:
mol | Tau ThT inhib | SMN2 splice enh
CCCCOc1cccc(NC(=O)CSc2nnc(C)s2)c1 | -12% | 2%
Cc1ccc2occ(CC(=O)Nc3nnc(C(C)C)s3)c2c1 | 7% | 9%
CCOC(=O)c1cc(NC(=O)c2ccc(C)cc2)c(=O)n2c1oc1ccc(Cl)cc12 | 2% | -3%
COc1ccc(CNC(=O)C(CC(C)C)NS(=O)(=O)c2ccc3c(c2)CCN3C(C)=O)cc1 (stereo not drawn) | -2% | -4%
CCCN1Cc2cccc(C(=O)Nc3ccccc3F)c2C1=O | -5% | -6%
CCOC(=O)N1CCN(C(=O)c2ccc3c(c2)N(Cc2cc(C)ccc2C)C(=O)c2ccccc2S3=O)CC1 (stereo not drawn) | -6% | ?
CC(=O)Nc1ccc(NC(=O)c2ccc(COc3ccc(Cl)cc3Cl)o2)cc1 | ? | 23%
COc1ccccc1NC(=O)C1CCN(c2cnccn2)CC1 | 0% | 7%
Cc1ccc(N2CC(c3nnc(Cc4ccccc4Cl)o3)CC2=O)cc1 (stereo not drawn) | -3% | 9%
CC(C)COc1ccc(C(=O)N2CCCCC2CCN2CCOCC2)cc1 (stereo not drawn) | 2% | -9%
COc1cc2c(cc1NC(=O)COc1cc(C)cc(C)c1)oc1ccccc12 | -11% | 3%
COc1ccc(Cl)cc1NC(=O)c1sc2nc(-c3ccc(OC)c(OC)c3)ccc2c1N | ? | 5%
COc1ccc(-n2c(SCC(N)=O)nc3c(oc4ccccc43)c2=O)cc1 | -1% | -13%

The results go on.
SMILES	Tau ThT inhib	SMN2 splice enh
CCN1Cc2cccc(C(=O)Nc3ccc(F)cc3)c2C1=O	3%	-5%
CCn1c(=O)c(=O)n(CC)c2cc(N3CCCCC3)c(NC(=O)c3cccc(OC)c3)cc21	-11%	-1%
CCc1cccc(NC(=O)Cn2c(C(=O)OC)cc3occc32)c1	-2%	-10%
Nc1c(-c2nc(-c3ccccc3)no2)nnn1CC(=O)Nc1ccccc1	12%	8%
COc1ccc(OC)c(NC(=O)c2nc(SCc3ccc(F)cc3)ncc2Cl)c1	2%	5%
COCCCNC(=O)c1c(NC(=O)Cc2coc3cc(C)cc(C)c23)sc2c1CCCC2	-9%	15%
COc1cc(OC)cc(C(=O)Nc2ccc3nc(N4CCC(C)CC4)cc(C)c3c2)c1	?	-11%
O=C(CSc1ncc(-c2ccccc2)[nH]1)Nc1ccc(Cl)cc1	-9%	-18%
CCOc1cccc(C(=O)N(Cc2ccc(C(C)C)cc2)C2CCS(=O)(=O)C2)c1 (stereo not drawn)	-14%	-9%
COc1ccc(NC(=O)c2cc(=O)c3ccc(C)c(C)c3o2)cc1Cl	-9%	-5%
Cc1ccc(Cl)cc1N1CCN(C(=O)c2ccc3c(Cl)c4c(nc3c2)CCCC4)CC1	-10%	-3%
COc1ccc(-c2cc(-c3ccccc3)c(C#N)c(SCC(O)CS(=O)(=O)Cc3ccccc3)n2)cc1 (stereo not drawn)	3%	2%
COc1cc(OC)c(NC(=O)NC(C)c2c(-n3cccc3)sc(C)c2C)cc1Cl (stereo not drawn)	-11%	-4%
Cc1cc(C)cc(NC(=O)N2CCC3(CC2)Oc2ccccc2C(=O)N3Cc2ccccc2F)c1	?	-11%
CCn1c(C(=O)N2CCC(C(=O)N3CCN(c4cc(C)ccc4C)CC3)CC2)cc2sccc21	?	-42%[inhibitor]
Cc1cccc(CNC(=O)Cc2csc3ccccc23)c1	-6%	-3%
COc1ccc(Cl)cc1NC(=O)c1cc2nc(-c3ccc4c(c3)OCO4)cc(C(F)(F)F)n2n1	-12%	1%
COc1ccc(-c2cc(C(F)(F)F)n3ncc(-c4ccccc4)c3n2)cc1	?	0%
COc1ccc(CCNC(=O)c2c(O)nc3ccccn3c2=O)cc1OC	-6%	-6%
O=c1cc(COc2ccc(Cl)cc2Cl)nc2scc(-c3ccccc3)n12	-4%	6%
Cc1ccc2nc(-c3ccc(NC(=O)C(F)(F)F)cc3)sc2c1	-3%	3%
COc1ccc(NC(=O)CSc2nc(-c3ccc(OC)cc3)[nH]c2-c2ccc(OC)cc2)cc1	-11%	-5%
COc1ccc(CCNC(=O)Cn2c(C)c3cnn(-c4ccccc4)c(=O)c3c2C)cc1OC	-3%	-6%
CC1=C(C(=O)Nc2cccnc2)C(c2ccc(F)cc2)n2nc(-c3cccc(C)c3)nc2N1 (stereo not drawn)	?	-7%
COc1ccccc1/C=C/c1nc(C#N)c(NCC(C)C)o1	?	-14%

(continued)
SMILES	Tau ThT inhib	SMN2 splice enh
Cc1ccc(Nc2ncc(C(=O)N3CCN(c4cccc(Cl)c4)CC3)c3ccccc23)cc1Cl	3%	1%
CCOc1ccc(CCNC(=O)CSc2nnnn2-c2ccccc2)cc1OCC	-4%	5%
CCOC(=O)c1c(NC(=O)c2ccc(F)cc2)sc2c1CCC(CC)C2 (stereo not drawn)	-7%	-8%
COc1cccc(OC)c1C(=O)Nc1ccc(-c2nc3ncccc3o2)cc1	-6%	0%
COc1ccc(C(=O)Nc2ccc3oc(-c4cc(Cl)ccc4Cl)nc3c2)cc1Br	-13%	-2%
Cc1cccc(C(=O)Nc2c(C(=O)NCc3ccc(Cl)cc3)sc3nc(C)cc(C)c23)c1	-4%	-6%
CCc1ccc2oc(C(=O)Nc3ccccc3OC)cc(=O)c2c1	-5%	-1%
CCOC(=O)C1=C(CN2CCN(c3ccccc3)CC2)NC(=O)NC1c1ccc(C)cc1 (stereo not drawn)	-8%	4%
CCCCn1c(C(C)NC(=O)c2ccccc2)nc2ccccc21 (stereo not drawn)	-4%	6%
COc1cc2c(=O)c(S(=O)(=O)c3ccc(F)cc3)cn(Cc3ccc(Cl)cc3)c2cc1OC	10%	?
Cc1ccn2c(=O)c(C(=O)NC(C)c3ccccc3)c(O)nc2c1 (stereo not drawn)	6%	3%
Cc1ccc(Cn2c(CCCNC(=O)c3ccco3)nc3ccccc32)cc1	-1%	-19%
NS(=O)(=O)c1ccc(NC(=O)COc2ccc(S(=O)(=O)NC3CCCCC3)cc2)cc1	-11%	-1%
Cc1ccsc1CN(Cc1ccco1)C(=O)c1ccc(Cl)cc1	-7%	-10%
Cc1ccc2oc3c(c(=O)c2c1)C(c1cccc(O)c1)N(Cc1ccccc1Cl)C3=O (stereo not drawn)	5%	-5%
CC(C)(C)c1ccccc1NC(=O)CSc1nc(-c2cccs2)cc(C(F)(F)F)n1	-11%	-1%
CCc1ccc2occ(CC(=O)NCc3ccccc3)c2c1	-8%	-20%
O=C(Nc1ccccc1C(=O)O)c1cccc(S(=O)(=O)N2CCCC2)c1	1%	6%
Cc1ccc(C)c(CN2C(=O)c3ccccc3S(=O)(=O)c3ccc(C(=O)N4CCCCC4)cc32)c1	-1%	-11%
Cn1c(=O)cc(OCC(=O)N2CCN(c3ccc(F)cc3)CC2)c2ccccc21	-10%	-5%
Cc1cc(C)n(-c2nc3cc(Cl)ccc3nc2N2CCN(c3cccc(C)c3C)CC2)n1	-12%	-11%
COc1ccc(/C=C\c2onc(C)c2S(=O)(=O)N2CCC(C(=O)Nc3ccc(F)cc3F)CC2)cc1	1%	-9%
COc1cccc(-n2c(-c3ccc(C)cc3)cc3c2CC(C)(C)CC3=O)c1	-13%	1%
Cc1nn(CC(=O)N2CCC(C)CC2)c(=O)c2cc3occc3n12	7%	1%
CCCN1C(=O)C2(c3ccccc31)c1c(oc3ccc(F)cc3c1=O)C(=O)N2CCCOC(C)C (stereo not drawn)	-17%	-7%

(further entries)
SMILES	Tau ThT inhib	SMN2 splice enh
CCC(=O)N1CCc2cc(Br)cc(S(=O)(=O)CCC(=O)N3CCN(c4cc(C)ccc4C)CC3)c21	-10%	2%
Cc1ccc(NC(=O)CSCn2nnc3c(=O)[nH]c(Cc4ccc(F)cc4)nc32)c(C)c1	-12%	-2%
CCOC(=O)c1sc2ncn(CC(=O)Nc3ccc(C)cc3Br)c(=O)c2c1C	-1%	2%
COc1cccc(-n2c(=O)c3cc(OC)c(OC)cc3n(CC(=O)Nc3ccc(F)cc3)c2=O)c1	4%	0%
CN(Cc1ccccc1)C(=O)c1cc2c(=O)n(C)c3ccccc3c2s1	-7%	-7%
CCOc1ccc(-c2nnc(SCC(=O)c3ccc(F)cc3)n2-c2ccccc2)cc1	-14%	-17%
O=C(c1ccccc1Br)N(Cc1ccco1)C1CCS(=O)(=O)C1 (stereo not drawn)	8%	-9%
CCOC(=O)c1ccc(NC(=O)CCn2cnnn2)cc1	-14%	2%
Cc1ccc(C(=O)c2cn(Cc3ccccc3F)c3cc4c(cc3c2=O)OCO4)cc1	-9%	4%
Cc1sc(-n2cccc2)c(C(C)NC(=O)Nc2cccc(C(F)(F)F)c2)c1C (stereo not drawn)	11%	-18%
COc1ccc(-c2nc(CSCC(=O)NCCc3ccc(OC)c(OC)c3)c(C)o2)cc1	?	-35%[inhibitor]
Cc1csc2nc(COc3ccc(NC(=O)COc4ccccc4)cc3)cc(=O)n12	-20%	-18%
O=C(Nc1c(-c2ccc(F)cc2)nc2ccccn12)c1ccccc1F	-7%	-6%
CCn1cc(C(=O)NCCOC)c(=O)c2cc(S(=O)(=O)N3CCOCC3)ccc21	2%	-6%
CCOC(=O)c1cnc2c(ccc3ccccc32)c1Nc1ccc(C(C)=O)cc1	-9%	-3%
COc1cc2c(cc1OC)C(c1ccc(Cl)cc1)N(c1cccc(C#N)c1)C(=O)C2 (stereo not drawn)	-16%	2%
Cc1cccc(NC(=O)c2sc3cccc(Cl)c3c2Cl)c1	?	8%
COc1ccccc1NC(=O)C1=C(C)Nc2nc(SCc3ccccc3F)nn2C1c1ccncc1 (stereo not drawn)	-15%	-11%
COCCCNC(=O)c1ccc(Cn2c(=O)c3ccccc3n(CC(=O)Nc3c(C)cccc3C)c2=O)cc1	-13%	?
CCOc1ccc(C(=O)c2cn(Cc3ccccc3)c3c(F)cc(F)cc3c2=O)cc1	-16%	-20%
CCOC(=O)c1c(C)n(-c2ccccc2)c2ccc(OC(=O)c3ccccc3NC(=O)C(C)C)cc12	-5%	-22%
COc1ccc(CCNC(=O)Cc2c(C)c3cc4c(C)coc4cc3oc2=O)cc1OC	0%	8%
CCOC(=O)c1c(C)n(-c2ccccc2)c2ccc(OC(=O)c3ccccc3)cc12	-14%	-33%[inhibitor]
COc1ccc(-c2nc3ccccc3o2)cc1NC(=O)c1cccnc1	-11%	-1%
COc1cc(OC)c(NC(=O)c2cn(C)c(=O)c3cc(OC)c(OC)cc23)cc1Cl	-10%	5%
CCOc1ccc(NC(=O)CC2C(=O)OCCN2CC)cc1 (stereo not drawn)	?	-17%

Bioassay records from PubChem BioAssay.
